# NPY1 pot ag – potentiates or activates human NPY-Y1 receptor; P25929; NPY-Y1 expressing cells, potentiator/agonist activation; activation, % at 3.6 µM; 220,000 compounds, 0.37% hits; AID 1304; in the data active = activation above about 33%, passing the limit was not always enough;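 note: cells stimulated with NPY at EC10 then isoproterenol at EC100; 0% = low agonist plus stimulus and 100% = saturating agonist plus stimulus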
# Target sequence (P25929 whole entry, looked up): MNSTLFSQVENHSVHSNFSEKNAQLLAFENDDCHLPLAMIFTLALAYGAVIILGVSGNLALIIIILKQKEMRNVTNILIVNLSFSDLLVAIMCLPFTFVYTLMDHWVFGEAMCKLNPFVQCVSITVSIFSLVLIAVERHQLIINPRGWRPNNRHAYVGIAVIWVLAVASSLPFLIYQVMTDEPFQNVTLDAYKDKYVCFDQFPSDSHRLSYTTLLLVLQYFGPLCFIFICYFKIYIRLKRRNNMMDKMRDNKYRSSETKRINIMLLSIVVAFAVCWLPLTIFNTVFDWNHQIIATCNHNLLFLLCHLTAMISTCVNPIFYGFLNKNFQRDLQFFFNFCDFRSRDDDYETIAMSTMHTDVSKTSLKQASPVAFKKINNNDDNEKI
# p97 inhibitor – blocks human p97 ATPase activity. recombinant p97 ATPase, Kinase-Glo ATP luminescence, 3 h. inhibition, % at 8 µM. 220,000 compounds, 0.42% hits. AID 1481; in the data active = inhibition above about 15%;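 note: 0% = DMSO vehicle and 100% = wells lacking enzyme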
# NPY-Y1 antag – blocks the human neuropeptide Y Y1 receptor | P25929 | HEK293-CNG Y1 cells, membrane potential fluorescence; NPY at EC95, then isoproterenol | inhibition, % at 3.6 µM | 200,000 compounds, 1% hits | AID 1040;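 active = inhibition above the campaign mean inhibition of all tested compounds plus 3 SD, cut at about 20% in these data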;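 note: 0% = DMSO wells given NPY plus isoproterenol and 100% = isoproterenol alone without NPY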
#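 Assay system: HEK293 cells with Y1 receptor plus CNG channel | Probe or stimulus: NPY (25 nM), isoproterenol (1 µM), Ro 20-1724 (25 µM) | Timing: Compound incubation 1 h at room temperature, readout 45 min post-stimulation | Measured by: Membrane-potential fluorescent dye readout | Benchmarks: High control isoproterenol alone, low control NPY with isoproterenol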
# MDM2 E3 inh – inhibitors of human Mdm2 E3 ubiquitin ligase; Q00987; cell-based MDM2 ubiquitination luciferase reporter, 2 h; 0 = plate control, 100 = twice control, blank-subtracted; signal enhancement, % at 5 µM; 210,000 compounds, 0.11% hits;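 active = signal enhancement of 30% or more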;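 note: luminescence tracks abundance of the self-degrading MDM2-luciferase fusion protein; higher signal means inhibition of MDM2 E3 ligase activity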
# Target sequence (Q00987 whole entry, looked up, the tested form may be a part): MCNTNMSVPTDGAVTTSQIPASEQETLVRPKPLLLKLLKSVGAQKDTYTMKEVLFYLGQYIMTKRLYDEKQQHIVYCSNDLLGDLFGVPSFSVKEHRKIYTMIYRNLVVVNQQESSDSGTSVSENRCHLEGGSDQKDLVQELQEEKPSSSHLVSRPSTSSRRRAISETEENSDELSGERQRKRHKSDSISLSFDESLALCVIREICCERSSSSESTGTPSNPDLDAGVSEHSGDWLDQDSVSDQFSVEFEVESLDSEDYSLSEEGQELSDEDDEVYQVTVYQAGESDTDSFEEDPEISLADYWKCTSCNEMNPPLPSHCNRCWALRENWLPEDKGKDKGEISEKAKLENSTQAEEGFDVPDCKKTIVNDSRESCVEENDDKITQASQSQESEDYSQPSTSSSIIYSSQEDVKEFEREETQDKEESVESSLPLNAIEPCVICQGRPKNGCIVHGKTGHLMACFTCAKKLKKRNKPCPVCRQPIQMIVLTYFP
#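 Timing – 2 h compound exposure at 37 °C · Assay system – mammalian cells stably expressing self-ubiquitinating, self-degrading MDM2 E3–luciferase fusion · Amount – 2000 cells seeded into each well · Measure – % luminescence enhancement versus blank-corrected plate control mean · Measured by – SteadyLite luminescence, 15 min reagent step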
# RBBP9 inh – human RBBP9 hydrolase inhibition. O75884. 220,000 compounds, 0.2% hits. recombinant RBBP9, FP-Rh probe fluorescence polarization. inhibition, % at 7.94 µM;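 active = inhibition above the campaign mean of all tested compounds plus 3 SD, cut at about 14% in these data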;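 note: plate controls were DMSO wells with RBBP9 for no effect and wells lacking RBBP9 protein for full effect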
# Target sequence (O75884 whole entry, looked up): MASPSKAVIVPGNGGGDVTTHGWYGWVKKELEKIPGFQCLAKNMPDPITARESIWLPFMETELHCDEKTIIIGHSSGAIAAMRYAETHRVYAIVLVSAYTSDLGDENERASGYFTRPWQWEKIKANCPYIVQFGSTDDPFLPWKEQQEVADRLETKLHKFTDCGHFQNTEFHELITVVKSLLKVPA
#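 System: RBBP9 protein / Buffer or medium: Tris/NaCl buffer pH 8.0 with 0.1% Pluronic / Probe or stimulus: Serine-hydrolase probe FP-Rh, 375 nM pre-mixing / Dosing: 7.94 µM single dose, 0.794% DMSO / Times: enzyme-compound preincubation 30 min, then probe labeling 45 min, 25 °C / Technique: fluorescence polarization (mP), excitation 525 nm, emission 598 nm / Replication: singlicate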
# Runt-SMMHC FRET – Runt domain-CBFb-SMMHC interaction inhibition; 220,000 compounds, 0.74% hits; AID 1434; inhibition, % at 20 µM; Q01196+Q13951; Cerulean-Runt/Venus-CBFb-SMMHC FRET ratio 530/480, 1 h;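 active = mean inhibition across duplicate retests at 20 µM reaching about 50%, limit read from the data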;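 note: 0% = DMSO wells and 100% = wells with excess untagged CBFb-SMMHC; inhibitors lower the FRET ratio by blocking Runt binding to CBFb-SMMHC; some results filed as inactive read as strong as hits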
# Runt-CBFb FRET – inhibitors of human RUNX1 Runt domain binding to CBFb. AID 1496. 220,000 compounds, 0.46% hits. inhibition, % at 20 µM. Cerulean-Runt/Venus-CBFb FRET ratio 530/480, 1 h. Q01196+Q13951;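 active = inhibition over about 50% at 20 µM in the single-dose screen, limit read from the data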;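 note: 0% = DMSO wells and 100% = excess unlabeled CBFb competitor control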
#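 Measured by: fluorescence energy transfer, 422 nm excitation, 530/480 nm emission; Assay system: Cerulean-Runt domain; Medium: Tris pH 7.5 buffer with BSA; Measure: loss of energy transfer signal; Controls: 5 µM unlabeled CBFb as full-inhibition high control; Incubation: protein complex preformed 1 h, compound exposure 1 h, room temperature, dark.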
# NPY-Y2 PAM-ag – potentiators or agonists of human neuropeptide Y receptor Y2; P49146; cells expressing NPY-Y2, potentiator/agonist read-out; activation, % at 3.6 µM; 220,000 compounds, 0.45% hits; AID 1359; in the data active = activation above about 27%;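 note: cells stimulated with NPY near EC25 plus isoproterenol at EC100; 0% = vehicle plus submaximal agonist and 100% = vehicle plus saturating agonist; some results beyond the cut were filed as inactive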
# Hck Nef HTS – blocks Nef-activated human Hck kinase; Recombinant Hck-YEEI plus Nef, Z-Lyte FRET kinase assay; inhibition, % at 20 µM; 220,000 compounds, 0.68% hits;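 active = Hck-Nef kinase inhibition above about 50%, limit read from the data; inactive = inhibition below that limit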;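 note: 0% = DMSO with Hck plus Nef and 100% = Hck alone without Nef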
# An asterisk follows results filed as active; / = no result given.
SMILES,NPY1 pot ag,p97 inhibitor,NPY-Y1 antag,MDM2 E3 inh,RBBP9 inh,Runt-SMMHC FRET,Runt-CBFb FRET,NPY-Y2 PAM-ag,Hck Nef HTS
Cc1nc(-c2ccc(Cl)cc2)sc1C1(C)CC(c2ccc(C#N)cc2)=NO1 (configuration not stated),/,/,/,15,/,2,1,/,30
CCOC(=O)C(C)On1c(-c2cccc(Cl)c2)nc2ccc([N+](=O)[O-])cc21 (configuration not stated),-17,-2,17,-3,-8,-2,0,-6,10
Cc1ccc(-c2noc(CN(C(=O)C(c3ccccc3)c3ccccc3)C(C)C)n2)cc1,-8,-3,12,-10,-12,2,-2,-5,2
Nc1ccc(C(=O)O)cc1[N+](=O)[O-],-6,3,3,-6,-1,1,0,2,-29
O=C(Nc1ccccc1)N1CCC(=S)Nc2ccccc21,-6,-1,-4,-6,1,-1,-1,6,0
CCn1c2ccc(C)cc2c2nc3cc(C(=O)O)ccc3nc21,4,0,2,-17,-4,-18,-7,0,1
CN=C(Nc1cc(C)nn1CCC#N)c1ccc(F)cc1,4,1,2,-12,-11,-4,-1,-2,-1
Cc1ccc(C(=O)CSc2nnc(COc3cc(C)cc(C)c3)o2)cc1,-5,-3,7,-16,-6,-1,-2,1,0
COc1ccc(C(=O)Nc2ccccc2C(=O)NCCN2CCOCC2)cc1,-16,-1,5,-4,-5,-1,-1,-8,-5
Cc1ccc2cccc(NC(=O)C(F)(F)F)c2n1,7,6,-1,/,2,0,-1,4,0
O=C(COC(=O)c1ccc(O)cc1)NCCCc1ccccc1,-23,-9,2,-13,-11,2,-1,-15,12
O=C(Nc1ccc(N2CCN(C(=O)c3ccco3)CC2)cc1)c1cccs1,-15,2,-5,-2,-9,0,-66,0,0
COc1cc(/C=C/C(=O)Nc2ccc(N3CCCCC3)c(S(=O)(=O)Nc3ccccc3Cl)c2)cc(OC)c1OC,10,3,3,4,-2,-3,-4,0,2
Cc1cc2cc(CN(CC3CCCO3)C(=O)c3cnccn3)c(=O)[nH]c2cc1C (configuration not stated),7,0,-6,-17,-7,1,2,1,-1
Nc1nnnn1/N=C/c1ccccc1OCc1ccccc1,2,0,-2,10,-8,-2,-2,3,0
CCOC(=O)c1ccc(NC(=O)c2nccnc2C(=O)O)cc1,-3,-11,-2,-16,-11,-8,1,-3,0
COc1ccc(CC(=O)NCc2ccc3c(c2)cc(C)n3C)cc1OC,4,7,-5,2,-10,-24,1,-5,20
CC1(c2nnc(-c3ccc(Cl)cc3)o2)CC(c2ccc(Cl)cc2)=NO1 (configuration not stated),/,/,/,5,/,2,4,/,8
O=C1CCCCCCC1Sc1ccccc1[N+](=O)[O-] (configuration not stated),0,-4,1,-4,-10,6,38,6,-22
CCNc1ccc(Br)cc(C(=O)/C=C/c2ccccc2Cl)c1=O,-10,11,9,/,0,/,/,2,3
Cc1nn(-c2ccccn2)c2c1C(c1ccncc1)C1=C(CC(C)(C)CC1=O)N2 (configuration not stated),-21,-3,4,3,4,-4,3,-4,12
O=C(NCCN1CCOCC1)c1ccc2c(c1)N(Cc1ccc(Cl)cc1)CCS2,33,-4,/,/,5,1,-1,1,25
COc1ccc([N+](=O)[O-])cc1NC(=O)c1ccc(-n2nc(C)cc2C)cc1,-2,5,-4,-1,-4,36,-4,-9,18
O=C1CN(C(=O)COC(=O)CNS(=O)(=O)/C=C/c2ccccc2)c2ccccc2N1,-17,-6,6,-16,-11,2,1,-19,22
C=CCn1c(-c2cc(Cl)ccc2OC)n[nH]c1=S,-32,1,-1,-12,4,6,0,13,2
O=C(N/N=C/c1ccc(-c2ccccc2)o1)c1ccccc1O,-37,11,/,-3,2,-3,10,-18,-1
O=C(OCc1nc2ccc(Cl)cc2n1CCO)c1ccccc1,-5,8,2,0,-9,2,0,-12,5
CC(C)(C)C(=O)n1nc(-c2ccccc2)oc1=O,0,7,2,5,-6,0,0,14,9
O=C(CSc1nnc(-c2ccc(S(=O)(=O)N3CCCC3)cc2)n1CC1CCCO1)NC1CC1 (configuration not stated),-2,6,3,-3,6,1,0,-4,1
Cc1ncc(C23CC4CC(CC(C4)C2)C3)[nH]1,-5,-4,1,-10,-4,3,0,-4,-2
COc1ccc(OC)c(C2=NOC(C(=O)Nc3cccnc3)C2)c1 (configuration not stated),3,5,12,0,-3,-2,1,4,1
COC(=O)c1cn(-c2cccc(C)n2)cn1,7,6,-4,-9,5,-4,1,-10,9
Cc1ccn2c(=O)c(C(=O)O)cnc2c1,10,7,/,-21,2,2,1,-16,18
Cc1cccc(NC(=O)c2cc(-c3ccc(C)s3)nc3ccccc23)n1,-117,-1,28*,-18,-15,0,4,-87,3
C=CCn1c(Cc2csc(N)n2)nnc1SCC(=O)Nc1ccc(C(=O)OCC)cc1,-1,4,1,-15,1,0,0,10,7
Cc1ccc(CSc2nc3[nH]ncc3c(=O)[nH]2)cc1,-18,10,7,18,-1,-1,1,-6,32
C=CCn1c(C2CC2)n[nH]c1=S,9,4,8,4,5,0,3,-2,-12
OCCN=c1cc(-c2ccccc2)oc2ccc(Cl)cc12,30,3,-5,-3,-4,-7,-3,5,1
CCn1ccnc1CN(C)Cc1nc(-c2ccc3c(c2)OCO3)no1,-25,1,13,-10,1,-2,0,-16,6
C=CCN1CCN(C(c2cc(OC)ccc2OC)c2nnnn2CC2CCCO2)CC1 (configuration not stated),15,2,12,4,-1,0,1,-9,2
Cn1c(-c2ccc(F)cc2)cnc1SCC(=O)Nc1ccccc1N1CCOCC1,1,-2,0,-4,-6,0,0,3,-1
COC(=O)c1ccc(NC(=O)C2CC(=O)N(c3ccc(C)cc3)C2)cc1 (configuration not stated),-34,-1,11,4,-9,1,-2,-1,-6
Cc1ccc2cc([N+](=O)[O-])ccc2n1,6,9,/,-4,-5,-96,1,-1,15
CCc1ccc2[nH]c(=O)c(CN(Cc3ccc(OC)cc3)Cc3nnnn3CCOC)cc2c1,5,-5,2,-5,-6,-2,13,-4,3
CC(C)CNC(=O)C1c2ccccc2Oc2ccccc21,6,0,0,1,0,1,3,3,20
COc1cccc(-c2nnc(SCC(=O)N3CCCC3=O)n2-c2ccccc2)c1,3,-5,-4,13,-5,-1,-2,5,-8
O=C(Nc1ccon1)c1cccc(Cl)c1,-12,-1,-1,-2,-8,-4,1,-5,1
CCC(O)c1cc2c(cc1NC(=O)c1ccc(C)cc1)OCCO2 (configuration not stated),-16,-4,6,4,-7,1,2,-12,1

# 2 entries picked at random from the list so far:
SMILES,NPY1 pot ag,p97 inhibitor,NPY-Y1 antag,MDM2 E3 inh,RBBP9 inh,Runt-SMMHC FRET,Runt-CBFb FRET,NPY-Y2 PAM-ag,Hck Nef HTS
Cn1c(-c2ccc(F)cc2)cnc1SCC(=O)Nc1ccccc1N1CCOCC1,1,-2,0,-4,-6,0,0,3,-1
O=C(Nc1ccc(N2CCN(C(=O)c3ccco3)CC2)cc1)c1cccs1,-15,2,-5,-2,-9,0,-66,0,0

# Molecules from the list above containing an NH in an aromatic ring (6):
SMILES,NPY1 pot ag,p97 inhibitor,NPY-Y1 antag,MDM2 E3 inh,RBBP9 inh,Runt-SMMHC FRET,Runt-CBFb FRET,NPY-Y2 PAM-ag,Hck Nef HTS
Cc1cc2cc(CN(CC3CCCO3)C(=O)c3cnccn3)c(=O)[nH]c2cc1C (configuration not stated),7,0,-6,-17,-7,1,2,1,-1
C=CCn1c(-c2cc(Cl)ccc2OC)n[nH]c1=S,-32,1,-1,-12,4,6,0,13,2
Cc1ncc(C23CC4CC(CC(C4)C2)C3)[nH]1,-5,-4,1,-10,-4,3,0,-4,-2
Cc1ccc(CSc2nc3[nH]ncc3c(=O)[nH]2)cc1,-18,10,7,18,-1,-1,1,-6,32
C=CCn1c(C2CC2)n[nH]c1=S,9,4,8,4,5,0,3,-2,-12
CCc1ccc2[nH]c(=O)c(CN(Cc3ccc(OC)cc3)Cc3nnnn3CCOC)cc2c1,5,-5,2,-5,-6,-2,13,-4,3

# Entries from the list above with a cyano group (2):
SMILES,NPY1 pot ag,p97 inhibitor,NPY-Y1 antag,MDM2 E3 inh,RBBP9 inh,Runt-SMMHC FRET,Runt-CBFb FRET,NPY-Y2 PAM-ag,Hck Nef HTS
Cc1nc(-c2ccc(Cl)cc2)sc1C1(C)CC(c2ccc(C#N)cc2)=NO1 (configuration not stated),/,/,/,15,/,2,1,/,30
CN=C(Nc1cc(C)nn1CCC#N)c1ccc(F)cc1,4,1,2,-12,-11,-4,-1,-2,-1

# (more compounds)
SMILES,NPY1 pot ag,p97 inhibitor,NPY-Y1 antag,MDM2 E3 inh,RBBP9 inh,Runt-SMMHC FRET,Runt-CBFb FRET,NPY-Y2 PAM-ag,Hck Nef HTS
CCOc1ccc(-c2nnn(CC(=O)NCc3ccco3)n2)cc1OCC,-26,3,-2,3,-5,0,-3,5,13
COc1ccc(OC)c(C(Nc2ccccc2)P(=O)(OC(C)C)OC(C)C)c1 (configuration not stated),29,1,/,-1,10,-1,-7,20,23
c1ccc2[nH]c(CSc3nc4ccccc4s3)nc2c1,3,2,6,/,6,1,-1,-16,1
CC(C)CC(=O)/C=C/n1c(=S)oc2ccccc21,5,1,4,58*,4,-2,-1,7,6
CSc1nc(C)cc(OCC(=O)n2nc(C)cc2C)n1,8,2,6,-22,-4,0,-1,29,1
CC(=O)Nc1ccc(S(=O)(=O)NCc2csc(C)n2)cc1,11,5,2,-17,-6,0,-5,9,-13
O=C(O)CCCC(=O)Nc1cccc([N+](=O)[O-])c1,-19,5,0,1,6,-2,-1,8,-16
N#CCCN(C1CCCCC1)S(=O)(=O)CCOc1ccccc1,-13,-3,2,-12,-1,1,-2,2,-6
COc1cc(C(=O)OC(C)C(=O)NCC2CCCCC2)cc(NC(=O)c2ccco2)c1OC (configuration not stated),-3,2,3,-13,-5,0,-2,-6,7

# Bioassay records from PubChem.
